H37Rv inhibition: M. tuberculosis growth inhibition, HTS (AID 449762) | M. tuberculosis H37Rv growth inhibition, 7H9 media; higher % means a stronger effect | inhibition, % at 25 µM; hits with a dose series show IC50 in µM | 330,000 compounds, 0.59% hits; in the data active means a potency from the dose series; inconclusive means inhibition above about 70% without an active follow-up result;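 further: bacterial growth assessed after seven days of incubation; strong numbers were not always called active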
tuberculosis growth: growth inhibition of non-replicating M. tuberculosis (AID 488890) | Mycobacterium tuberculosis non-replicating, growth inhibition; higher % means a stronger effect | one-dose inhibition, % at 25 µM; IC50 in µM for titrated hits | 320,000 compounds, 0.39% hits; in the data active means a potency from the dose series; inconclusive means inhibition mostly from about 82% at the one dose, without a potency; inactive means the rest, 99 in 100 with inhibition below about 76%;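 further: plate controls were DMSO cells for no effect and high antibiotic wells for full effect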
VEEV TC-83 Vero: inhibitors of VEEV TC-83 cytopathic effect, confirmation, Vero cells (AID 588727). Vero cells, VEEV TC-83 cytopathic effect inhibition; higher % means a stronger effect. inhibition, % at 20 µM, or IC50 in µM where a hit was titrated. 350,000 compounds, 0.13% hits; in the data active means a potency from the dose series; inconclusive means inhibition mostly from about 14% at the one dose, without a potency; inactive means the rest, 99 in 100 with inhibition below about 12%; further: strong numbers were not always called active
Salmonella PhoP GFP: Inhibition of PhoP regulon, Salmonella typhi GFP reporter cells, confirmation, 4 h (AID 1850) | Salmonella Typhi PhoP-promoter GFP reporter, fluorescence, 4 h; higher % means a stronger effect | inhibition, % at 50 µM, or IC50 in µM where a hit was titrated | 310,000 compounds, 0.33% hits; in the data active means a potency from the dose series; inconclusive means inhibition mostly from about 25% at the one dose, without a potency; inactive means the rest, 99 in 100 with inhibition below about 19%;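 further: 0% = induced wells with vehicle and 100% = uninduced wells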
influenza NS1A: H1N1 influenza NS1A inhibitors, functional cell based assay (AID 504329) | 340,000 compounds, 0.3% hits | one-dose inhibition, % at 12.5 µM; IC50 in µM for titrated hits | NS1A functional cell-based assay, percent inhibition; higher % means a stronger effect; in the data active means a potency from the dose series; inconclusive means inhibition above about 27% without an active follow-up result; further: strong numbers were not always called active
VEEV TC-83 Vero 10K pilot screen: further read-out of VEEV TC-83 Vero, marked with its call; inhibition, %; measured here: 10K pilot screen inhibition
The depositor's hits bear a star; i = inactive; u = inconclusive; x = no result given; & = joins results of further samples. This is a random part of the collection; overall some 1.6% were active at least once.

SMILES	H37Rv inhibition	tuberculosis growth	VEEV TC-83 Vero	Salmonella PhoP GFP	influenza NS1A	others
CCc1ccccc1Nc1nc(N)nc(CSCC(=O)c2cc(C)n(C)c2C)n1	-12%	24%	i	3%	4%	VEEV TC-83 Vero 10K pilot screen=3.5
O=C(Nc1nnc(SCC(=O)N2CCCc3ccccc32)s1)c1cccc2ccccc12	-8%	3%	11%	-4%	-3%
CCOC(=O)Cc1csc(NC(=O)c2ccc(S(=O)(=O)N3CCOCC3)cc2)n1	4%	6%	0.4%	21%	-20%
CCn1c(SCC(=O)NCCc2ccccc2)nnc1-c1ccco1	-3%	2%	0.2%	-11%	-23%
O=C(NC1CCCCC1)Nn1c(-c2ccccc2)nc2ccccc2c1=O	-2%	-11%	i	6%	-2%
CCOC(=O)c1c(NC(N)=O)sc(C)c1C	-2%	-12%	2.2%	2%	-1%
Cc1ccc(S(=O)(=O)N2CCN(C(=O)Cn3c(=O)cnc4ccccc43)CC2)c(C)c1	-3%	16%	8.9%	x	-16%
O=c1c2ccccc2nc(CN2CCOCC2)n1-c1ccccc1F	2%	-3%	2.9%	3%	0%
CC1CCN(S(=O)(=O)c2ccc(NC(=O)CN3CCOCC3)cc2)CC1	-6%	-3%	i	0%	-1%
O=C(Nc1ccccc1-c1nc2ccccc2[nH]1)c1ccc(N2C(=O)CCC2=O)cc1	1%	8%	0.7%	2%	9%	VEEV TC-83 Vero 10K pilot screen=1.1
CC(=O)Nc1ccc(-n2nnnc2SCC(=O)N2CCN(C(=O)c3ccco3)CC2)cc1	6%	1%	0.8%	3%	-1%
CCn1c(SCC(=O)NNC(=O)c2ccc(C)cc2)nnc1-c1ccco1	1%	3%	i	-10%	x

Entries listed so far that have an aryl thioether with sulfur outside any ring, in the order listed:
SMILES	H37Rv inhibition	tuberculosis growth	VEEV TC-83 Vero	Salmonella PhoP GFP	influenza NS1A	others
O=C(Nc1nnc(SCC(=O)N2CCCc3ccccc32)s1)c1cccc2ccccc12	-8%	3%	11%	-4%	-3%
CCn1c(SCC(=O)NCCc2ccccc2)nnc1-c1ccco1	-3%	2%	0.2%	-11%	-23%
CC(=O)Nc1ccc(-n2nnnc2SCC(=O)N2CCN(C(=O)c3ccco3)CC2)cc1	6%	1%	0.8%	3%	-1%
CCn1c(SCC(=O)NNC(=O)c2ccc(C)cc2)nnc1-c1ccco1	1%	3%	i	-10%	x

Remaining list, next part.
SMILES	H37Rv inhibition	tuberculosis growth	VEEV TC-83 Vero	Salmonella PhoP GFP	influenza NS1A	others
CCN(CC(=O)NCc1cccs1)C(=O)c1ccc(OC)c(OC)c1	-8%	1%	2.7%	7%	-1%
CCOC(=O)c1cc2occc2n1CC(=O)NC1CCC(C)CC1 (centres undefined)	-7%	0%	i	-5%	-2%
Cc1nc2sc(C(c3ccco3)N3CCN(c4ccccc4F)CC3)c(O)n2n1 (centres undefined)	-4%	-2%	1.1%	-6%	2%
S=C(NCc1ccco1)NCc1ccccc1Cl	8%	13%	5.1%	-6%	0%
Cn1c(C(F)(F)F)nc2c(=O)oc3ccccc3c21	67%	71%	1.1%	-5%	-1%
O=C(NNC(=O)c1sccc1-n1cccc1)c1ccccc1	-14%	-14%	0.8%	-9%	2%
CC(C)(C)C1C=C(Sc2ccccc2)C(=O)O1 (centres undefined)	0%	34%	i	-6%	11%
CCN1C(=O)c2ccccc2S(=O)c2ccc(C(=O)NCc3ccccn3)cc21 (centres undefined)	-7%	0%	i	0%	2%
COc1cc(NC(=O)C2CCC(CNc3c(N4CCC(C)CC4)c(=O)c3=O)CC2)cc(OC)c1 (centres undefined)	-2%	34%	6.9%&3.5%	x	-2%&37%
O=C1c2ccccc2C(O)N1Cc1ccc2c(c1)OCO2 (centres undefined)	-3%	36%	i	3%	25%
CC(C)NC(=O)c1ccccc1NC(=O)CCc1ccccc1	2%	-8%	1.7%	1%	2%
COc1cccc(NC(=O)NC2CCN(CC(=O)Nc3ccccc3[N+](=O)[O-])CC2)c1	14%	-8%	2.8%	-6%	-2%

Nothing new here: an excerpt of the list.
SMILES	H37Rv inhibition	tuberculosis growth	VEEV TC-83 Vero	Salmonella PhoP GFP	influenza NS1A	others
CCN(CC(=O)NCc1cccs1)C(=O)c1ccc(OC)c(OC)c1	-8%	1%	2.7%	7%	-1%
CCOC(=O)c1cc2occc2n1CC(=O)NC1CCC(C)CC1 (centres undefined)	-7%	0%	i	-5%	-2%
Cc1nc2sc(C(c3ccco3)N3CCN(c4ccccc4F)CC3)c(O)n2n1 (centres undefined)	-4%	-2%	1.1%	-6%	2%
S=C(NCc1ccco1)NCc1ccccc1Cl	8%	13%	5.1%	-6%	0%

Entries shown so far containing two or more sulfur atoms:
SMILES	H37Rv inhibition	tuberculosis growth	VEEV TC-83 Vero	Salmonella PhoP GFP	influenza NS1A	others
O=C(Nc1nnc(SCC(=O)N2CCCc3ccccc32)s1)c1cccc2ccccc12	-8%	3%	11%	-4%	-3%
CCOC(=O)Cc1csc(NC(=O)c2ccc(S(=O)(=O)N3CCOCC3)cc2)n1	4%	6%	0.4%	21%	-20%

Other structures.
SMILES	H37Rv inhibition	tuberculosis growth	VEEV TC-83 Vero	Salmonella PhoP GFP	influenza NS1A	others
CC(C)(C)C1CCC2(CC1)NC(CO)(CO)CO2 (centres undefined)	2%	0%	1.6%	-3%	-22%
Cn1c(COc2ccc3ccccc3c2)nnc1SCC(=O)OC1CCCCC1	u	-33%	0.8%	0%	9%
COc1ccccc1C(=O)Nc1c[nH]c(=O)[nH]c1=O	3%	-10%	1.0%	-2%	-2%
CC(CCc1ccccc1)NC(=O)C1CC1 (centres undefined)	-9%	1%	1.3%	1%	x
CC(C)(C)OC(=O)NCc1ccc(CNC(=O)c2[nH]cnc2C(=O)NC2CCN(C(=O)OC(C)(C)C)CC2)cc1	43%	71%	8.2%	x	-13%
O=C(CN(c1ccccc1)S(=O)(=O)c1ccc(F)cc1)N1CCCCCC1	-2%	14%	0.6%	3%	0%
CCCN1CCC(N(CCc2ccccc2)Cc2ccccc2)CC1	9%	31%	i	7%	0%
Cc1nn(Cc2ccccc2)c(C)c1/C=N/NC(=O)CNc1cccc(C(F)(F)F)c1	2%	11%	2.2%	-2%	-1%
Cn1nnnc1SCC1=C(C(=O)O)N2C(=O)C(NC(=O)C3CC3c3ccccc3)C2SC1 (centres undefined)	5%	u	0.6%	-5%	-8%
COc1ccc(NC(=O)CSc2nc(N)c(C(=O)Nc3ccc(N(C)C)cc3)s2)cc1	16%	58%	0.6%	-11%	7%
Cc1cc(C)cc(OCC(=O)OCC(=O)N2CCc3ccccc32)c1	u	77%	1.3%	2%	-10%

Grouped by structure, those above with a thiophene ring, fused or not.
SMILES	H37Rv inhibition	tuberculosis growth	VEEV TC-83 Vero	Salmonella PhoP GFP	influenza NS1A	others
CCOC(=O)c1c(NC(N)=O)sc(C)c1C	-2%	-12%	2.2%	2%	-1%
CCN(CC(=O)NCc1cccs1)C(=O)c1ccc(OC)c(OC)c1	-8%	1%	2.7%	7%	-1%
O=C(NNC(=O)c1sccc1-n1cccc1)c1ccccc1	-14%	-14%	0.8%	-9%	2%
